From PubChem
Growth percent in the NCI-60 one-dose screen (48 h, 10 µM unless noted): 100 = growth as untreated, 0 = no growth, -100 = all killed.
SK-MEL-28: SK-MEL-28 melanoma. hit rate 4.1% among 81,000
HS 578T: HS 578T breast cancer. AID 1794788. hit rate 4.1% among 78,000
SK-MEL-5: SK-MEL-5 melanoma; hit rate 6.4% among 80,000; AID 1794755
SK-MEL-2: SK-MEL-2 melanoma; hit rate 4.7% among 77,000
LOX IMVI: LOX IMVI melanoma; AID 1794757; hit rate 7.4% among 79,000
UACC-257: UACC-257 melanoma. hit rate 4.4% among 78,000. AID 1794764
T-47D: T-47D breast cancer; hit rate 5% among 79,000; AID 1794792
MALME-3M: MALME-3M melanoma | hit rate 5.8% among 78,000 | AID 1794766
* marks the source's active call; other numbers are inactive results; . = not tested or not shown; & = joins results of further samples; [ ] = dose if it differs, or a comment. The calls were made as follows: active = growth percent below 10; inactive = the rest. Compounds as they come. About 11% of those tested had a hit in this group.

The first 21 records, to show the layout:
SMILES	SK-MEL-28	HS 578T	SK-MEL-5	SK-MEL-2	LOX IMVI	UACC-257	T-47D	MALME-3M
CC(C)C1=CCC2C(=C1)CCC1C(C)(C(=O)O)CCCC21C (stereo not given) (tested in a mixture with another compound)	114	92	99	109	92	.	89	106
C[N+](C)(Cc1ccc(Cl)cc1)Cc1ccc(Cl)cc1	100	100	92	99	98	97	88	93
CC(C)/C=C/C(C)C(=O)CC(=O)OC(C)C (stereo not given)	120	111	113	106	98	100	.	121
COc1cc2c(cc1OC)-c1cc(OC)c(OC)cc1C(CN(C)C)C2 (stereo not given)	41[100 µM]	10[100 µM]	73[100 µM]	29[100 µM]	71[100 µM]	.	69[100 µM]	44[100 µM]
Cc1ccccc1NC(=O)C(=O)C(C1OC(=O)c2ccccc21)[N+](=O)[O-] (stereo not given)	124	98	104	112	99	95	111	103
c1ccc2c(c1)oc1c3c(ccc12)NCCC3	107	109	94	98	97	95	60	.
O=C(Cn1c(-c2ccccc2)nc2ccccc21)N=Nc1c(O)[nH]c2ccc(Br)cc12	-65*	-29*	-50*	-8.9*	-25*	9.1*	-59*	-21*
Oc1ccc(Nc2ccnc3cc(Cl)ccc23)cc1CN1CCCC1	100	88	65	92	56	86	97	98
N#C/C(=C\c1cccc2ccccc12)c1cc2ccccc2[nH]1	100	94	95	102	87	89	56	99
CCC[C@H](C[C@H](CO)OC)c1ccc2ccccc2c1	109	111	99	105	97	90	89	98
C[C@@H]1CC[C@]2(C)[C@H](CCC(=O)[C@H]2C)[C@@]1(C)CCc1ccoc1	114	96	100	98	99	.	112	101
O=C(Nc1cccc(Cl)c1)c1ccc(Cl)c(Cl)c1	105	99	82	103	91	106	66	104
COc1cc(/C=C2\CN(C)Cc3c2nc2nc(SC)[nH]c(=O)c2c3-c2cc(OC)c(OC)c(OC)c2)cc(OC)c1OC	90	94	76	120	44	79	105	87
CN1CCN(C(=O)c2ccc(NC(=O)c3cc4c(nn3)NCCN4Cc3cc(Cl)ccc3Cl)cc2)CC1	89	77	75	79	59	101	97	74
CCCc1c(C)c2sc(=O)[nH]c2[nH]c1=O	110	103	100	108	100	103	102	108
Cc1nc2ccc(Br)cn2c1-c1nnc(SCc2ccc(F)cc2)o1	81	74	71	90	78	97	80	75
Cc1c(C(=O)O)nnn1-c1nccs1	108	87	100	94	97	81	90	102
COC1C(C)OCOC2COCOC21 (stereo not given)	98	92	96	126	101	91	.	104
C/C(C=O)=C/c1ccccc1	108	103	104	96	105	106	.	109
COc1ccc(S(=O)(=O)N2CCOCC2)cc1N	114	97	104	113	96	100	114	104
O=C(CN(c1ccccc1)c1ccccc1)Nc1ccc(-c2nc3ccccc3s2)cc1	111	86	93	100	94	108	86	104

Results, repeating the preview:
SMILES	SK-MEL-28	HS 578T	SK-MEL-5	SK-MEL-2	LOX IMVI	UACC-257	T-47D	MALME-3M
CC(C)C1=CCC2C(=C1)CCC1C(C)(C(=O)O)CCCC21C (stereo not given) (tested in a mixture with another compound)	114	92	99	109	92	.	89	106
C[N+](C)(Cc1ccc(Cl)cc1)Cc1ccc(Cl)cc1	100	100	92	99	98	97	88	93
CC(C)/C=C/C(C)C(=O)CC(=O)OC(C)C (stereo not given)	120	111	113	106	98	100	.	121
COc1cc2c(cc1OC)-c1cc(OC)c(OC)cc1C(CN(C)C)C2 (stereo not given)	41[100 µM]	10[100 µM]	73[100 µM]	29[100 µM]	71[100 µM]	.	69[100 µM]	44[100 µM]
Cc1ccccc1NC(=O)C(=O)C(C1OC(=O)c2ccccc21)[N+](=O)[O-] (stereo not given)	124	98	104	112	99	95	111	103
c1ccc2c(c1)oc1c3c(ccc12)NCCC3	107	109	94	98	97	95	60	.
O=C(Cn1c(-c2ccccc2)nc2ccccc21)N=Nc1c(O)[nH]c2ccc(Br)cc12	-65*	-29*	-50*	-8.9*	-25*	9.1*	-59*	-21*
Oc1ccc(Nc2ccnc3cc(Cl)ccc23)cc1CN1CCCC1	100	88	65	92	56	86	97	98
N#C/C(=C\c1cccc2ccccc12)c1cc2ccccc2[nH]1	100	94	95	102	87	89	56	99
CCC[C@H](C[C@H](CO)OC)c1ccc2ccccc2c1	109	111	99	105	97	90	89	98
C[C@@H]1CC[C@]2(C)[C@H](CCC(=O)[C@H]2C)[C@@]1(C)CCc1ccoc1	114	96	100	98	99	.	112	101
O=C(Nc1cccc(Cl)c1)c1ccc(Cl)c(Cl)c1	105	99	82	103	91	106	66	104
COc1cc(/C=C2\CN(C)Cc3c2nc2nc(SC)[nH]c(=O)c2c3-c2cc(OC)c(OC)c(OC)c2)cc(OC)c1OC	90	94	76	120	44	79	105	87
CN1CCN(C(=O)c2ccc(NC(=O)c3cc4c(nn3)NCCN4Cc3cc(Cl)ccc3Cl)cc2)CC1	89	77	75	79	59	101	97	74
CCCc1c(C)c2sc(=O)[nH]c2[nH]c1=O	110	103	100	108	100	103	102	108
Cc1nc2ccc(Br)cn2c1-c1nnc(SCc2ccc(F)cc2)o1	81	74	71	90	78	97	80	75
Cc1c(C(=O)O)nnn1-c1nccs1	108	87	100	94	97	81	90	102
COC1C(C)OCOC2COCOC21 (stereo not given)	98	92	96	126	101	91	.	104
C/C(C=O)=C/c1ccccc1	108	103	104	96	105	106	.	109
COc1ccc(S(=O)(=O)N2CCOCC2)cc1N	114	97	104	113	96	100	114	104
O=C(CN(c1ccccc1)c1ccccc1)Nc1ccc(-c2nc3ccccc3s2)cc1	111	86	93	100	94	108	86	104
CC(=O)N1N=C(c2ccc(Nc3nc(Nc4ccc(Cl)cc4)nc(Nc4ccc(Cl)cc4)n3)cc2)CC1c1ccco1 (stereo not given)	111	114	76	78	96	96	68	98
O=c1ccncn1C1OC(CO)C(O)C1O (stereo not given)	100	102	.	106	93	98	95	101
CC/C=C\C[C@H](O)C/C=C1/C(=O)C(Cl)=C[C@@H]1C/C=C\CCCC(=O)OC	-2.0*	35	-78*	-21*	-90*	.	-17*	-9.6*
NC(=O)c1ccc(NC(=O)c2cc3ccccc3o2)cc1	105	111	100	102	103	103	85	111
FC(F)(F)c1ccc(-c2cncnc2NCCCC(F)(F)C(F)(F)C(F)(F)C(F)(F)C(F)(F)C(F)(F)C(F)(F)C(F)(F)F)cc1	109	106	97	94	95	104	91	73
COc1ccc(C2N(c3ccccc3)N=C(C(C)=O)N2[C@@H]2[C@@H](OC(C)=O)O[C@@H](COC(C)=O)[C@H](OC(C)=O)[C@H]2OC(C)=O)cc1 (stereo not given in full)	106	88	89	98	87	103	80	116
Fc1ccc(CNc2c3ccccc3nc3ccccc23)cc1	68	40	43	44	9.4*	36	31	26
NC(=O)Nc1ccc2ccccc2c1	100	90	110	97	102	98	.	102
O=C(CCCC(=O)Nc1ccccn1)Nc1ccc(N2CCN(c3ccccc3)CC2)cc1	111	101	102	102	100	92	88	105
COc1cc(/C=C/C(=O)c2ccc(OC(C)=O)c(OC)c2)ccc1OC(C)=O	107	97	73	86	69	75	65	95
CNC(=O)c1cc(Oc2ccc(NC(=O)c3nc(SC)oc3-c3ccc(F)cc3)cc2)ccn1	104	112	84	.	69	98	48	94
CC(=O)n1c(-c2ccc(Br)cc2)cc(-c2cccn2C)c(C#N)c1=O	133	186	.	108	105	116	103	98
C#Cc1ccc(NC(=O)c2ccc(/C=C/C(=O)c3nccn3C)cc2)cc1	-31*	33	-94*	-30*	-93*	-20*	0.0*	-38*
CC(C)=CCCc1cc(-c2cc(CCC=C(C)C)nc(N)n2)nc(N)n1	105	85	100	113	98	102	.	100
CCc1ccccc1-n1c(=O)c(C#N)c(-c2ccc(O)cc2)c2c(=N)n(-c3ccc(OC)cc3)cnc21	105	101	113	124	102	119	106	107
O=C(C[n+]1cccc2cc[nH]c21)c1ccc(O)c(O)c1	104	106	104	111	102	113	106	105
Cc1ccc(-c2nc(S(=O)(=O)c3ccccc3)c(SCC(N)=O)o2)cc1	122	97	99	94	96	94	82	106
CN1CCN(c2ccc(NC3=C(Cl)C(=O)c4ncccc4C3=O)cc2C#N)CC1	-51*	61	98	79	-62*	-47*	-33*	-69*
O=C(OCCN1C(=O)C2C3C=CC(C3)C2C1=O)C1C2C=CC(C2)C1C(=O)OCCN1C(=O)C2C3C=CC(C3)C2C1=O (stereo not given)	107	104	115	105	108	119	102	126
CS(=O)(=O)Nc1cccc(-c2nc3ccccc3n2Cc2ccc(Cl)cc2)c1	106	91	90	96	87	84	86	84
Cc1ccc(NC(=S)N2CCCCC2)cc1C	95	94	94	97	114	91	94	85
COc1ccc(-c2ccc(SCC(=O)Nc3ccccc3)nn2)cc1	102	75	100	103	85	103	84	97
COc1ccc(C(=O)CSc2nc(C)c(C)n2Nc2ccccc2)cc1	113	107	101	94	105	100	72	101
COc1ccc(-c2nn(-c3ccccc3)cc2/C=C2\SC(=S)N(CCCCCCCCCCC(=O)O)C2=O)cc1OC	102	88	89	99	97	106	80	115
CCCCCCCCCCCC1N=C(N)N=C(N)N1c1cccc(Br)c1 (stereo not given)	70	19	19	.	9.6*	61	38	76
COc1ccc(NNc2c(N)nn3c(-c4ccc(OC)c(OC)c4)c(C#N)c(N)nc23)cc1	118	104	96	102	104	102	69	106
CC1(C)N=C(N)N=C(N)N1c1ccc(OCCOc2ccc(NC(=O)CBr)cc2)cc1	107	116	41	105	.	95	114	74
CCCCN(CC(O)C(O)CN(CCCC)C(=S)S)C(=S)S (stereo not given)	109	95	122	92	.	95	95	82
Cc1ccc([N+](=O)[O-])cc1NC(=O)Nc1cccc(F)c1	108	120	60	86	82	82	30	100
OC1CCCc2ccccc21 (stereo not given)	120	97	111	.	104	.	101	79
CN1CC(c2nc3ccccc3o2)CC1=O (stereo not given)	111	105	97	.	97	97	92	99
Cc1c2c(nn1C(=O)c1nn(-c3ccc(Cl)cc3)cc1O)-c1ccccc1CC2	55	72	24	0.8*	18	-1.9*	1.6*	.
O=S1(=O)OCCOS(=O)(=O)C1Cc1ccccc1	110	100	99	103	93	83	96	110
CCNc1ccc(-c2ccc(NCC)cc2)cc1	90	104	44	87	77	84	74	.
C(=Nc1ccc(-c2ccc(N=Cc3ccccc3)cc2)cc1)c1ccccc1	100	82	105	109	105	109	107	95
CCN(CC)CCCNc1nc2ccccc2c2c(=O)c3cc(Cl)ccc3sc12	84	64	93	108	-81*	102	61	85
O=C1c2ccc3c4c(ccc(c24)C(=O)N1CCNCc1ccccc1Cl)C(=O)N(CCNCc1ccccc1Cl)C3=O	124	114	96	85	95	102	107	104
COc1cc2nc(-c3ccc(C(F)(F)F)cc3)cc(OCCN3CCOCC3)c2cc1OC	96	85	85	94	59	97	85	91
COc1cccc(NC(=O)c2sc3nc(C)c(C(=O)c4ccccc4)cc3c2N)c1	82	73	94	94	98	81	89	81

2 compounds from above, limited to SK-MEL-2 and LOX IMVI.
SMILES	SK-MEL-2	LOX IMVI
OC1CCCc2ccccc21 (stereo not given)	.	104
CN1CC(c2nc3ccccc3o2)CC1=O (stereo not given)	.	97

(list continues)
SMILES	SK-MEL-28	HS 578T	SK-MEL-5	SK-MEL-2	LOX IMVI	UACC-257	T-47D	MALME-3M
Cc1ccc(C)c(C(=O)CCC(=O)O)c1	97&130	92&114	105&108	111&118	98&104	105&125	99&97	104&127
S=C(Nc1ccc(Oc2ccc(NC(=S)NC3CCCCC3)cc2)cc1)NC1CCCCC1	100	94	47	96	65	91	52	84
COC(=O)[C@]12CC[C@@H](C)[C@H](C)[C@@H]1C1=CC[C@@H]3[C@@]4(C)C[C@@H](OC(C)=O)[C@H](O)[C@@](C)(CO)[C@@H]4[C@H](O)C[C@@]3(C)[C@]1(C)CC2	-86*	-51*	-98*	-84*	-100*	.	-67*	-69*
C=C(C)OC(=O)C(C(=O)OCC)=C(C)C	119	130	112	98	99	90	.	100
CCOC(=O)c1c(Cl)c(Cl)c(C(=O)OCC)c(Cl)c1Cl	95	89	95	97	94	86	72	93
O=C(/C=C/c1c[nH]c2ccccc12)c1ccc(O)c(CN2CCOCC2)c1	109	112	98	100	95	88	94	92
COc1ccc(/C=C(\C#N)C(=O)N2c3ccccc3Sc3ccc(SC)cc32)cc1F	99	85	93	96	89	93	71	.
COc1nc2ccc(C)cc2cc1/C=C1/C=C(c2ccccc2)OC1=O	103	104	100	110	95	101	92	96
O=C(O)/C=C\C(=O)Nc1ccccc1	106	88	103	102	112	105	254	81
CS(=O)(=O)Nc1nc2ccccc2[nH]1	104	96	104	99	92	97	100	.
CCCCC/C(C=Nc1ccccc1C(=O)OC)=C\c1ccccc1	111	105	101	108	102	107	86	106
Cc1cc(C)c2c(c1)N(C)c1ncnc(Cl)c1CC2C (stereo not given)	99	93	89	95	89	92	75	105
NC(=N\N=C/c1ccco1)/C(N)=N\N=C/c1ccco1	123	101	106	111	99	94	93	121
CCCc1c(NCCO[C@H]2Cc3cc4ccc(=O)oc4cc3OC2(C)C)c(C(N)=O)nn1C	106	102	100	.	99	112	96	102
N/C(=N\c1nc2ccccc2s1)NC(=O)N1CCC(O)CC1	101	.	59	119	.	99	53	85
